Polio RdRp inh: poliovirus RdRp elongation inhibitors, primary screen, biochemical, fluorescence polarization, total intensity. poliovirus polymerase elongation; stronger effect = lower value. Genome polyprotein (Poliovirus type 1 (strain Mahoney)), P03300. % elongation, % (compound at 16.7 µg/mL). 0.66% of 150,000 active; in the data active = % elongation below about 90%; note: some results filed as inactive read as strong as hits
Target sequence (P03300 1749-2209 limits assumed): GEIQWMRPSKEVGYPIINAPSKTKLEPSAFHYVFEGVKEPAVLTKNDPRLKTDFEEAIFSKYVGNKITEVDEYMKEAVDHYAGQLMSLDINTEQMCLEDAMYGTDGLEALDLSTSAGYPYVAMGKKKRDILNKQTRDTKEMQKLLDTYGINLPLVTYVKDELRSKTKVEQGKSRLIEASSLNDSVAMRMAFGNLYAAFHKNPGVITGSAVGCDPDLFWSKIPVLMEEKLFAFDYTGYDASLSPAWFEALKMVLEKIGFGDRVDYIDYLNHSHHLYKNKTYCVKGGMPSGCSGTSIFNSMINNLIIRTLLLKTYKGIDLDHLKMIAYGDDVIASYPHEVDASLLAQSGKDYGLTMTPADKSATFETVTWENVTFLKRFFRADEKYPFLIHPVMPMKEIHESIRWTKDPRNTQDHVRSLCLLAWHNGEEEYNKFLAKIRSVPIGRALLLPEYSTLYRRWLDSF
Polio RdRp inh FP z-score: also measured in Polio RdRp inh; calls as there; z-score; measured here: FP z-score; hits read low
Starred values were filed as active, the others as inactive. A portion of the library (hit frequency here may not be typical).

Preview:
Results follow in this order: Polio RdRp inh	Polio RdRp inh FP z-score
- CN(C(=O)c1cc2c(=O)oc3ccccc3c2s1)c1ccc(F)cc1
  106.0	0.2
- O=C(CCCCn1cnc2ccccc21)c1ccccc1
  103.0	0.2
- CC(=O)N1CCOc2ccc(S(=O)(=O)N(C)c3cccc(C)c3)cc21
  102.0	0.3
- Cc1ccc(C(=O)OCC(=O)c2ccccc2)s1
  103.0	0.1
- O=C(c1ccccc1Cl)n1nc(-c2ccco2)nc1NCc1cccs1
  106.0	-0.1
- O=C(CN1CCCN(Cc2ccc(F)cc2)S1(=O)=O)NCc1ccccc1Cl
  108.0	0.5

All compounds of this part, from the first entry:
Results follow in this order: Polio RdRp inh	Polio RdRp inh FP z-score
- CN(C(=O)c1cc2c(=O)oc3ccccc3c2s1)c1ccc(F)cc1
  106.0	0.2
- O=C(CCCCn1cnc2ccccc21)c1ccccc1
  103.0	0.2
- CC(=O)N1CCOc2ccc(S(=O)(=O)N(C)c3cccc(C)c3)cc21
  102.0	0.3
- Cc1ccc(C(=O)OCC(=O)c2ccccc2)s1
  103.0	0.1
- O=C(c1ccccc1Cl)n1nc(-c2ccco2)nc1NCc1cccs1
  106.0	-0.1
- O=C(CN1CCCN(Cc2ccc(F)cc2)S1(=O)=O)NCc1ccccc1Cl
  108.0	0.5
- O=C(CNS(=O)(=O)c1ccc2c(c1)OCCO2)c1ccc(Cl)cc1
  96.0	-1.3
- O=c1ccc(-c2ccc(S(=O)(=O)N3CCCC3)o2)n[nH]1
  99.0	-1.5
- O=S(=O)(Cc1ccccc1)Nc1ccccc1
  98.0	-0.6
- COc1cccc(CNC(=O)CCn2c(=O)c3cccn3c3cccnc32)c1OC
  108.0	0.2
- Cc1ccccc1NC(=O)Cn1c(=O)n(CCCCCC(=O)NCc2ccccc2Cl)c(=O)c2sccc21
  103.0	-0.5
- O=C(O)C1C2C=CC(C2)C1C(=O)Nc1ccc2ccccc2c1 (stereo unspecified)
  104.0	-0.1
- COC(=O)c1cc2sc3ccccc3c2s1
  102.0	0.2
- COc1cccc(C(=O)NCC(=O)N=Nc2c(O)n(Cc3ccc4c(c3)OCO4)c3ccccc23)c1
  100.0	-0.6
- CC(Cc1ccccc1)N1C(=O)c2ccccc2C1=O (stereo unspecified)
  100.0	0
- CN1CCCC(OC(=O)c2cc(Br)ccc2Cl)C1 (stereo unspecified)
  100.0	-0.5
- CCc1ccc(NC(=O)c2cn(CC)c(=O)c3cc(OC)c(OC)cc23)cc1
  100.0	0.1
- COc1ccc(OC)c(NC(=O)c2c(NCc3ccc(N(C)C)cc3)sc3c2CCCC3)c1
  108.0	0.5
- COc1ccc(-c2csc3nc(-c4ccccc4C)oc(=O)c23)cc1OC
  103.0	-0.5
- CCc1cc(OC(F)F)ccc1Cl
  102.0	0.1

Fetched by compound from the list above, 2 records:
Results follow in this order: Polio RdRp inh	Polio RdRp inh FP z-score
- COC(=O)c1cc2sc3ccccc3c2s1
  102.0	0.2
- CC(Cc1ccccc1)N1C(=O)c2ccccc2C1=O (stereo unspecified)
  100.0	0

Continued.
Results follow in this order: Polio RdRp inh	Polio RdRp inh FP z-score
- O=C1CCCCCN1Cc1nnc(Sc2ncnc3cc(-c4ccc(Cl)cc4)sc23)o1
  114.0	1.7
- Fc1ccc(-n2ncc3c(N4CCN(c5ccccc5F)CC4)ncnc32)cc1
  102.0	-0.8
- CCN(CC)CCCOc1ccccc1-c1ccccc1
  105.0	0.4
- C=CCN1C(=O)/C(=C\N(C)C)S/C1=N/S(=O)(=O)c1cccs1
  99.0	-1
- COc1cc2nc(N3CCN(c4cc(C)ccc4C)CC3)nc(N)c2cc1OC
  101.0	0.1
- COC(=O)c1ccc(C2NN=C(c3ccccc3)S2)cc1 (stereo unspecified)
  102.0	0.8
- COC(=O)c1ccc(/C=C2/NC(=O)N(Cc3ccc(Br)cc3)C2=O)cc1
  100.0	-0.5
- COc1cc(OC)c(NC(=O)c2ccc(-n3cnc4cccnc43)cc2)cc1Cl
  110.0	0.6
- CCc1ccc(NC(=O)Cn2c(=O)n(Cc3ccco3)c(=O)c3oc4ccccc4c32)cc1
  108.0	0.4
- Cc1cn2c(=O)c(S(=O)(=O)NCc3ccc(F)cc3)c(C)nc2s1
  112.0	0.8
- COc1cc(NC(=O)C(CCS(C)(=O)=O)N2Cc3ccccc3C2=O)cc(OC)c1OC (stereo unspecified)
  104.0	-0.8
- Cc1noc(NS(=O)(=O)c2ccc(N)cc2)c1C
  100.0	0.1
- CCn1nnc2cc(C(=O)NC(C)c3ccc(Cl)cc3)ccc21 (stereo unspecified)
  115.0	2.2
- O=C(CN(Cc1ccco1)S(=O)(=O)/C=C/c1ccccc1)Nc1ccc2c(c1)OCO2
  105.0	0.3
- COCCCNC(=O)CCC(=O)N1Cc2ccccc2Oc2ncccc21
  109.0	0.2
- CN(C)c1oc(-c2ccccc2F)nc1C#N
  101.0	-0.1
- CCCN(C(=O)Cn1nc(Cc2ccncc2)c2ccccc2c1=O)c1ccccc1C
  106.0	0.6
- O=C(CSc1nnnn1C1CCCC1)N(c1ccccc1)C1CCCCC1
  101.0	-0.1
- O=S1(=O)CC(O)C(NC2CCNCC2)C1 (stereo unspecified)
  103.0	0.2
- Cn1c(=O)c2c(nc(Sc3nnc(N)s3)n2C)n(C)c1=O
  102.0	0
- CC(c1nnc(-c2ccccc2)o1)N1CCC(c2nc3ccccc3s2)CC1 (stereo unspecified)
  106.0	0.4
- Cn1cc(SCC(=O)NCc2ccc3c(c2)OCO3)c2ccccc21
  100.0	-0.6
- CCC(C)NC(=O)Cn1ncc2c([nH]c3ccc(C)cc32)c1=O (stereo unspecified)
  102.0	-0.2
- COc1ccc(-c2nnc3n(CCc4ccccc4)c(=O)c4ccccc4n23)c(O)c1
  100.0	-0.8
- COc1cc(C(=O)Nc2ccc(N3CCOCC3)cc2)cc(CN2C(=O)c3ccccc3C2=O)c1OC
  101.0	0
- CCC(Sc1nnc2sc3ccccc3n12)C(=O)OC (stereo unspecified)
  99.0	-0.9
- CCN(CC)c1nc(N)c(C#N)c(C(C#N)Cc2ccccc2)c1C#N (stereo unspecified)
  99.0	-0.7
- CC(C)N(Cc1ccccc1)C(=O)Nc1ccc(C(F)(F)F)cc1
  100.0	-0.6
- COc1ccccc1N1CCN(c2ccc3ccccc3n2)CC1
  103.0	0.4
- N#CCCSc1ccccc1NC(=O)c1ccc2ncsc2c1
  99.0	-0.5
- NNC(=O)c1cc(CSc2ccc(Cl)cc2)on1
  108.0	1.1
- Cc1ccc(Cl)c(NC(=O)Nc2csc3c2CCCC3)c1
  106.0	-1.2
- CCOc1cc(CNC(CC)CO)c(Br)cc1OCC(N)=O (stereo unspecified)
  101.0	-0.6
- COc1ccc2c(c1)C(C)CC(C)(C)N2C(=O)Nc1ccc(Cl)cc1 (stereo unspecified)
  101.0	0
- O=C(COc1ccccc1F)Nc1ccc2oc(-c3cccc(Cl)c3)nc2c1
  112.0	0.4
- CC(C)(C)c1ccc(S(=O)(=O)N2CCNC(=O)C2)cc1
  105.0	0.2
- Cc1ccc(NS(=O)(=O)c2ccc(CN3C(=O)c4cccnc4C3=O)s2)nc1
  101.0	-0.7
- CC(C)CCNc1nccn(-c2ccc(Cl)cc2)c1=O
  102.0	0.5
- O=c1c2ccccc2nc(SCc2c(F)cccc2F)n1Cc1ccccc1
  106.0	1
- N#Cc1ccc(NC(=O)[C@@H]2CCCN2C(=O)c2cccs2)cc1
  102.0	-0.1
- O=C1CCCC/C1=C/Nc1nc(-c2ccccc2)cs1
  108.0	0.6
- CC(C)(C)NC(=O)CSc1n[nH]c(-c2cccs2)n1
  103.0	0
- Oc1[nH]c2ccccc2c1C=Nc1ccc2c(c1)CCC2
  99.0	-0.2
- CC(C)Nc1nccs1
  101.0	0
- COc1ccc(CN2CCNCC2)c(OC)c1OC
  102.0	0.3
- C[C@H](NC(=O)c1ccc(Br)cc1)C(=O)O
  102.0	-0.1
- Cc1noc(C)c1CSc1ncccc1C(=O)NC1CCCc2ccccc21 (stereo unspecified)
  106.0	0.2
- Ic1ccc(Nc2nc3nonc3nc2N2CCCCC2)cc1
  99.0	-0.6
- CCn1c(=O)c2ccccc2n(CC(=O)c2ccc(C)cc2)c1=O
  106.0	1.4
- CN(Cc1ccccc1)C(=O)C1CCCN1S(=O)(=O)c1ccc(Cl)cc1 (stereo unspecified)
  102.0	0.2
- O=C(Nc1nnc(S(=O)(=O)N2CCOCC2)s1)c1ccccc1Cl
  107.0	-0.4
- CCN(CCCNC(=O)c1cc2c(=O)[nH]c3ccc(C)cc3c2s1)c1ccc(C)cc1
  111.0	0.8
- Cc1csc(SC(C)C(=O)N2CCCc3ccccc32)n1 (stereo unspecified)
  102.0	-0.2
- COc1ccccc1-c1noc(CCC(=O)O)n1
  101.0	-0.5
- Oc1cccc(C(c2ccc3cccnc3c2O)N2CCCC2)c1 (stereo unspecified)
  111.0	1.6
- O=C(OCC(=O)N1CCCc2ccccc21)c1cc(S(=O)(=O)N2CCOCC2)ccc1O
  98.0	-0.7
- O=C(N[C@@H]1C[C@H]2CC[C@@H]1C2)c1ccc(CSc2ccccc2)cc1
  103.0	0.2
- Cc1ccccc1Nc1nc(N)nc(Cn2cnc3sc4c(c3c2=O)CCC4)n1
  105.0	0.4
- Cc1cccc(C(=O)OC(C)c2nnc(-c3ccccc3)o2)c1O (stereo unspecified)
  102.0	0
- CC(Cc1ccccc1)NC(=O)c1cnc[nH]1 (stereo unspecified)
  108.0	0.5

The list continues:
Results follow in this order: Polio RdRp inh	Polio RdRp inh FP z-score
- COc1ccc(-n2c(SCC(=O)NCc3ccccc3)nc3c([nH]c4ccccc43)c2=O)cc1
  105.0	-0.4
- COc1ccccc1CNC(=O)CCCn1nc(C)c2sc3ccccc3c2c1=O
  112.0	0.2
- CC(C)(CO)NS(=O)(=O)c1ccc2c(c1)C(=NO)c1cc(S(=O)(=O)NC(C)(C)CO)ccc1-2
  98.0	-0.5
- CCN(CC)S(=O)(=O)c1cc(C(=O)O)ccc1C
  101.0	-0.2
- O=C(NCc1ccc(F)cc1)c1ccc2c(O)c(S(=O)(=O)c3ccccc3)c(=O)[nH]c2c1
  112.0	0.8
- CC(C)N(Cc1nnc(-c2ccccc2)o1)C(=O)/C=C/c1cccs1
  101.0	0.1
- c1ccc(C2=NNC(c3ccccc3)C2)cc1 (stereo unspecified)
  98.0	-0.6
- CC(C)CCN(Cc1ccco1)C(=O)Cn1ncc2c([nH]c3ccccc32)c1=O
  98.0	-1.9
- CC(=O)N1CCN(c2ccc(Oc3ccnc4cc(Cl)ccc34)cc2)CC1
  102.0	-0.1
- CCC1NCc2c(sc3c2CCCC3)-n2cccc21 (stereo unspecified)
  101.0	-0.1
- COc1ccc(NC(=O)NC2CCCN2S(=O)(=O)c2ccc(Cl)cc2)cc1 (stereo unspecified)
  107.0	0.1
- Cc1c(C#N)c(Sc2ccccn2)nc2ccccc12
  101.0	-1
- COc1ccc(/C=C(\C#N)c2nc3ccccc3n2C)c(OC)c1
  102.0	-0.3
- CC(C(=O)NC(N)=O)N1CCc2ccccc21 (stereo unspecified)
  101.0	-0.3
- Cn1c(-c2ccco2)nn(C2CC(=O)C3OCC2O3)c1=S (stereo unspecified)
  100.0	-0.3
- CCn1c(Cc2ccccc2)nnc1SCc1cccc(C(=O)O)c1
  98.0	-0.8
- COC(=O)c1sc(S(C)(=O)=O)c(C#N)c1-c1cccs1
  102.0	0
- CCCc1cc(=O)n2[nH]cc(-c3ccc(Cl)cc3)c2n1
  102.0	-0.1
- Nc1cc(N)cc(C(=O)OCN2C(=O)c3ccccc3C2=O)c1
  103.0	0.2
- O=C(NCc1cccc(Cl)c1)c1cc2ccc3cccnc3c2[nH]1
  99.0	-1.1
- N#Cc1ccc(/C=C/C(=O)O)cc1
  104.0	0.4
- Cc1ccc2c(COC(=O)CCn3c(C)csc3=O)cc(=O)oc2c1
  106.0	0.6
- Cc1csc(=Nc2cccnc2)n1Cc1ccco1
  105.0	0.4
- CN(C)P(=NC(=S)N1CCCC1)(N(C)C)C12CC3CC(CC(C3)C1)C2
  101.0	0.1
- CN1CCCN(C(=O)c2ccc3c(c2)OCO3)c2nc3ccccc3nc21
  99.0	-0.5
- CCOc1ccc(-n2c(C)nc3cc(C(=O)NCc4ccccc4Cl)ccc32)cc1
  101.0	-0.3
- COC(=O)c1c(O)c(C=Nc2ccc(C)cc2)c(=O)n2c1CCC2
  112.0	1.7
- CCN(c1ccccc1)S(=O)(=O)c1nnc(NC(=O)c2cccs2)s1
  110.0	0.3
- CCN1CCOC(=O)C1CC(=O)Nc1ccc(C)c(Cl)c1 (stereo unspecified)
  101.0	-1
- Cc1cccc(C)c1NC1=NC(C)(C)N=C(N)N1
  107.0	1.2
- CCc1cccc(NC(=O)C(c2ccccc2)N2Cc3ccccc3C2=O)c1 (stereo unspecified)
  107.0	-0.1
- COc1cccc(N2CCN(C(=O)c3cc4c(s3)-c3ccccc3OC4)CC2)c1
  108.0	1
- CCC(O)C1=C(c2cccs2)Oc2ccccc2C1c1ccccc1C (stereo unspecified)
  102.0	0.2
- CCNC(=S)n1ncc(C(=O)OCC)c1N
  106.0	0.2

Screening data: PubChem, ICCB-Longwood Screening Facility, Harvard Medical School
